High-throughput results as filed in PubChem BioAssay.
D2 agonist – D2 dopamine receptor (human) agonism. AID 485358. 340,000 tested, 0.53% active. HEK293 T-REx D2 cells, calcium flux agonist mode. activation, % at 2 µM. P14416;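 active = activation over 3 SD above normal in the single-dose calcium agonist read, cut at about 30% in these data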; note: 0% is about no effect
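Tetracycline-induced HEK293 Trex cells with D2 receptor force-coupled to calcium signaling, plated overnight at 30 C and loaded with no-wash calcium dye. Calcium flux read kinetically for 180 s after compound addition; responses flag agonists.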
IDH1 R132H inh – human IDH1 R132H inhibition; O75874; IDH1-R132H enzyme, NADPH consumption, diaphorase/resazurin fluorescence; Potency, µM (doses to about 76.6 µM), for the others: at the top dose activity change, negative = inhibition, actives largely listed as inhibitors; 390,000 tested, 0.093% active; AID 602179; note: potency is the fitted concentration of half-maximal effect; % is set by controls: 0 for no effect and ±100 for the full control effect; nearly all actives have a fitted effect of over 65% in size
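IDH1-R132H (0.5 ug/mL) preincubated 30 min with compound, then NADPH (0.016 mM) and alpha-KG (2 mM) added; 80 min at RT, pH 7.5. Remaining NADPH coupled via diaphorase/resazurin to fluorescence (540/590 nm); concentration-response curves normalized to no-enzyme control.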
Pin1 inh – human Pin1 inhibition. Q13526. Pin1 FP peptide displacement, HiFluor488, 10 min. Potency, µM (top dose mostly 115 µM), for the others: at the highest dose activity, negative = inhibition, hits mostly inhibitors. 390,000 tested, 0.009% active. AID 504891; active = well fitted inhibition curve with a large enough effect in the polarisation, with a control signal flat, not every such curve was filed as active; inconclusive = small, poorly fitted or top-dose-only effect, or effect the other way, or a change in a side signal; inactive = no such curve, though single readings can be large or run the other way; the % refers to the polarisation; note: potency is the fitted concentration of half-maximal effect; % is set by controls: 0 for no effect and ±100 for the full control effect
Target sequence (Q13526 whole entry, looked up): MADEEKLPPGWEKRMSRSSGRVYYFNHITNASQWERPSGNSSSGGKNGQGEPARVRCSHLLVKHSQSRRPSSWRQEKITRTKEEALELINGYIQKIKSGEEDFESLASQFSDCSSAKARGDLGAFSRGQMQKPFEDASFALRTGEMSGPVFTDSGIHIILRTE
TRHR enhancer – allosterically enhances the human TRH receptor; 360,000 tested, 0.66% active; enhancement, % at 2 µM; P34981; TRHR cells, fluo-8 calcium fluorescence, EC20 TRH enhancement; in the data active = enhancement above about 30%; note: 0% is about no effect
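TRHR-expressing cells loaded with fluo-8 calcium dye were read kinetically (ex 480/em 530) during compound addition, then stimulated with an EC20 of TRH (10 nM final). Enhancement of the Gq-mediated intracellular calcium response was scored.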
TrxR1 substrate – is turned over as a substrate by rat TrxR1; O89049; purified TrxR1 substrate turnover, NADPH consumption readout; Potency, µM (titrated, usually from 114 µM), without a hit: top-dose activity change, negative = substrate turnover; 390,000 tested, 0.01% active; note: potency is the fitted concentration of half-maximal effect; % is set by controls: 0 for no effect and ±100 for the full control effect; nearly all actives have a fitted effect of over 50% in size
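Rat TrxR1, dispensed at 90 nM, was prereduced with 400 uM NADPH (final) for 5 min at ~22 deg C, then incubated with compound 15 min before 400 uM selenite. A first-read NADPH fluorescence drop versus no-compound background flagged substrates.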
TRHR ag – TRH receptor (human) agonism; activation, % at 2 µM; 360,000 tested, 0.18% active; TRHR cells, calcium flux fluo-8, FDSS agonist mode; P34981; in the data active = activation above about 30%; note: 0% is about no effect
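TRHR-expressing cells loaded with fluo-8 calcium dye; 23 nL library compound pin-transferred, kinetic FDSS fluorescence (Ex 480/Em 530) recorded about 180 s for agonist-induced calcium release, before a 10 nM TRH EC20 addition for potentiator mode.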
USP1 inh – inhibitors of human USP1/UAF1 deubiquitinase | O94782 | recombinant USP1/UAF1, Ub-Rhodamine cleavage fluorescence | Potency, µM (top dose mostly 57.1 µM), inactives show at the highest dose activity change, negative = inhibition, most hits filed as inhibitors | 390,000 tested, 0.23% active | AID 743255; note: potency is the fitted concentration of half-maximal effect; % is set by controls: 0 for no effect and ±100 for the full control effect; nearly all actives have a fitted effect of over 60% in size; inactives centre near -12
Target sequence (O94782 whole entry, looked up): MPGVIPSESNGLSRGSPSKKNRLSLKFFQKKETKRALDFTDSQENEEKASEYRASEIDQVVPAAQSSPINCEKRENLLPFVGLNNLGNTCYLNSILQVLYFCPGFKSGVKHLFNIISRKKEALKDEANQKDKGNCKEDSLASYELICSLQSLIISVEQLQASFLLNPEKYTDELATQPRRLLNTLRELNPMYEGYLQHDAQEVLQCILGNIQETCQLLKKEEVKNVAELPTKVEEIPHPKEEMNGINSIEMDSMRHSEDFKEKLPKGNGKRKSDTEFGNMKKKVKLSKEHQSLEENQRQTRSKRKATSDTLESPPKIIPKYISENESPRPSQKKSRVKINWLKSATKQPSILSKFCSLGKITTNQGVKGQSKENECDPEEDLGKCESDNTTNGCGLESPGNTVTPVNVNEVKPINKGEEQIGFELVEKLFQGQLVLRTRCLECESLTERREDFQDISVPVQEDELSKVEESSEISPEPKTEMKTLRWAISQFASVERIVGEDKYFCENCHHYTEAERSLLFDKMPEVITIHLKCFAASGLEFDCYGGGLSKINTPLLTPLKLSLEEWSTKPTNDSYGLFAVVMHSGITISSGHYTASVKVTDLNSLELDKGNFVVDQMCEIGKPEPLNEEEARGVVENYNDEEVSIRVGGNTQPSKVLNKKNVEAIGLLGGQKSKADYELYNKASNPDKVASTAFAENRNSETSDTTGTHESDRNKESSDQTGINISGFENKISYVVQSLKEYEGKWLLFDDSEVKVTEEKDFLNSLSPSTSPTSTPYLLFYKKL
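1 nM enzyme complex + cpd, 15 min RT; start with Ub-Rho 150nM final; kinetic fluorescence ex 480/em 540, 6 reads q60 s. Buffer 50mM HEPES pH 7.8, 0.5mM EDTA, 0.1 mg/ml BSA, 1mM TCEP, 0.01% Tween-20.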
D2 antag – antagonizes the human D2 dopamine receptor | inhibition, % at 10 µM | 340,000 tested, 2% active | P14416 | HEK293 TREx D2 cells, calcium flux, dopamine EC80; in the data active = inhibition above about 30%; note: 0% is about no effect
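Inhibition of EC80 dopamine-driven calcium flux, recorded kinetically, defines activity here; cells are a tetracycline-induced HEK293 T-REx line expressing force-coupled D2.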
rTrxR1 inhibitor – inhibitors of rat thioredoxin reductase 1; O89049; recombinant rTrxR1, NADPH fluorescence consumption, selenite substrate; Potency, µM (titrated, usually from 114 µM), without a hit: at the top dose activity change, negative = inhibition, hits mostly inhibitors; 390,000 tested, 1% active; note: potency is the fitted concentration of half-maximal effect; % is set by controls: 0 for no effect and ±100 for the full control effect; nearly all actives have a fitted effect of over 65% in size
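Rat TrxR1 (90 nM in the dispensed reagent) was pre-reduced with 400 uM NADPH for 5 min at room temperature, then incubated with compound for 15 min. After 400 uM selenite was added, NADPH fluorescence (Ex 340/Em 450 nm) was followed for 8 min.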
Active calls of the source: *; ? = inconclusive; nt = no result given; [ ] = another dose, or the depositor's remark. Unless noted, calls come from the whole dose curve; as a rule, active = well fitted inhibition curve with a large enough effect; inconclusive = small, poorly fitted or top-dose-only effect; inactive = no such curve, though single readings can be large or run the other way.

SMILES	D2 agonist	IDH1 R132H inh	Pin1 inh	TRHR enhancer	TrxR1 substrate	TRHR ag	USP1 inh	D2 antag	rTrxR1 inhibitor
C#Cc1ccc([C@H]2C=C(C(=O)NCc3ccccc3)O[C@@H](OCC)[C@@H]2CCCO)cc1	0.2	14%	0%	-5	18%	0.4	-23%	14	26%
O=[N+]([O-])c1cc(/C=N\O)ccc1Oc1ccc(F)cc1	7.2	0%	-8%	-19	1%	-0.9	-28%	-21	?
Cc1ccc(C)c(NC(=S)N2CCC(NC(=O)c3ccccc3)CC2)c1	5.1	5%	-7%	-10	0%	-0.5	-19%	14	-2%
Cc1cccc(OCC(=O)Nc2nonc2-c2ccc(Br)cc2)c1C	1.1	nt	-7%	4	-4%	0.3	-7%	nt	15%
CCOC(=O)CSc1nc2ccccc2c(=O)n1CC1CCCO1 (configuration not stated)	-2.1	4%	-4%	-2	6%	-0.3	-15%	-3	13%
COc1ccccc1Nc1nc2cc(C)ccc2cc1C#N	1.0	2%	0%	4	11%[57.1 µM]	0.1	-16%	2	28%[57.1 µM]
CC1CCN(C2CC(=O)N(c3ccccc3)C2=O)CC1 (configuration not stated)	1.1	3%	0%	7	2%[57.1 µM]	-0.3	-21%	0	5%[57.1 µM]
CCOC(=O)c1ccc(N2C(=O)c3n[nH]c(-c4ccco4)c3C2c2ccc(O)cc2)cc1 (configuration not stated)	0.6	?	19%	13	-8%	0.6	-12%	nt	?
Cc1ccc(Nc2c(-c3ccccn3)nc3cccc(C)n23)cc1	0.3	0%	-1%	-5	-2%	-0.9	-22%	-3	4%
Cc1c(NS(=O)(=O)c2cc(C(=O)NCc3cccc(Cl)c3)ccc2Cl)c(=O)n(-c2ccccc2)n1C	nt	0%	2%	nt	4%	nt	-24%	nt	23%
C=CCN(c1ccc(C(=O)Nc2ccc3c(c2)OCO3)cc1)S(C)(=O)=O	1.1	10%	?	6	-4%	0.1	-12%	0	12%
O=C(Nc1ccccc1)C1CCN(S(=O)(=O)c2ccc3c(c2)CCCN3C(=O)C2CCC2)CC1	nt	6%	-1%	-3	-4%[57.1 µM]	-0.6	-12%	nt	-17%[57.1 µM]
CS(=O)(=O)N1CCN(C(=O)c2cc(-c3cccnc3)nc3ccc(Cl)cc23)CC1	-0.4	8%	4%	9	-8%[57.1 µM]	1.3	-11%	-21	42%[57.1 µM]
Cc1cccc(NC(=O)/C(=C\c2ccco2)NC(=O)c2cccs2)c1	0.0	-1%	?	0	-7%	0.0	-21%	-17	40µM*
COc1cccc(CN(CC2CCCO2)S(=O)(=O)c2ccc(S(=O)(=O)NCC3CCCO3)cc2)c1OC (configuration not stated)	-0.4	4%	1%	6	6%	0.2	-5%	7	16%
Cc1ccc(S(=O)(=O)N2CCN(C(=O)C3CCN(C(=O)c4ccc(F)cc4)CC3)CC2)c(C)c1	1.2	-5%	1%	-4	-14%[57.1 µM]	0.5	0%	-6	17%
CCOc1ccc(-c2nnc(-c3ccncc3)o2)cc1OCC	-0.5	-2%	-2%	16	-6%	-0.4	-10%	-14	3%
O=C(Nc1ccccc1C(=O)O)c1ccc(Br)o1	-0.5	6%	1%	0	-4%	0.0	-18%	-3	-11%
OCC[C@H]1C[C@@H](O)[C@H](O)[C@]2(OCc3ccccc32)O1	0.4	6%	-1%	-3	-3%	0.1	-20%	-2	-10%
O=C(Cn1cccn1)N1CCCC(N2CCN(c3cccc(C(F)(F)F)c3)CC2)C1 (configuration not stated)	-0.4	6%	-1%	0	-1%	0.3	-9%	-10	-10%

Full records as entered above.
Listed for `O=C(Cn1cccn1)N1CCCC(N2CCN(c3cccc(C(F)(F)F)c3)CC2)C1` (configuration not stated) = D2 agonist = -0.4; IDH1 R132H inh = 6%; Pin1 inh = -1%; TRHR enhancer = 0; TrxR1 substrate = -1%; TRHR ag = 0.3; USP1 inh = -9%; D2 antag = -10; rTrxR1 inhibitor = -10%
Listed for `COc1cccc(CN(CC2CCCO2)S(=O)(=O)c2ccc(S(=O)(=O)NCC3CCCO3)cc2)c1OC` (configuration not stated) = D2 agonist = -0.4; IDH1 R132H inh = 4%; Pin1 inh = 1%; TRHR enhancer = 6; TrxR1 substrate = 6%; TRHR ag = 0.2; USP1 inh = -5%; D2 antag = 7; rTrxR1 inhibitor = 16%

New compounds follow.
SMILES	D2 agonist	IDH1 R132H inh	Pin1 inh	TRHR enhancer	TrxR1 substrate	TRHR ag	USP1 inh	D2 antag	rTrxR1 inhibitor
Cc1ccc2nc(C3CCCN(C(=S)Nc4ccccc4C)C3)[nH]c2c1 (configuration not stated)	1.1	-1%	0%	-3	5%	-0.3	-4%	25	11%
Cc1ccc2c(C)c(C(=O)N3CCN(c4cnccn4)CC3)oc2c1C	-0.2	5%	-9%	5	2%	0.0	-21%	1	-13%
COc1ccccc1CNc1ncccc1[N+](=O)[O-]	-0.2	-5%	3%	26	-4%	-0.7	-9%	5	21%
O=C(CCc1ccccc1)N/N=C\C1CC=CCC1 (configuration not stated)	0.9	0%	6%	-2	5%[57.1 µM]	0.3	-7%	1	21%
COc1ccc(/C=C(/NC(=O)c2ccccc2)c2nc3ccc(Cl)cc3[nH]2)cc1OC	nt	5%	6%	2	-3%	-0.5	-17%	nt	-10%
COC(C/C=C\[C@H](O)COCc1ccccc1)OC	nt	7%	-6%	nt	-4%	nt	-30%	nt	4%
O=C(O)CCc1ccc(-c2ccc(Cl)cc2)n1CCC(=O)O	0.3	10%	?	1	11%	1.0	14%	-4	?
O=C(NCc1cccnc1)C1CCCN(S(=O)(=O)c2cccc3nsnc23)C1 (configuration not stated)	0.7	4%	4%	-1	-18%	-0.2	-2%	10	-18%
COc1ccc(NC(=O)Cc2ccc(C)c(C)c2)cc1S(=O)(=O)N1CCCCC1	nt	2%	2%	nt	7%[11.4 µM]	nt	-17%	nt	4%[11.4 µM]
CC(C)c1nnc2c(N(C)S(=O)(=O)c3ccccc3)nc3ccccc3n12	0.2	-2%	1%	-1	-5%	-0.5	-14%	-18	9%
O=C(Cc1cccs1)N(Cc1cccs1)C1(C(=O)NC2CCCC2)CCCCC1	-0.1	3%	0%	-11	-16%	-2.0	2%	-2	-18%
O=C1N/C(=N/N=C/c2ccccc2)SC1(c1ccccc1)c1ccccc1	0.5	1%	6%	3	4%	0.0	-12%	10	5%
O=[N+]([O-])c1ccccc1N/N=C1\CC2CC=CC12 (configuration not stated)	-0.2	3%	6%	-10	-6%	-1.7	-20%	2	-16%
CC(C)c1onc(C(=O)NC(C)c2ccccc2)c1[N+](=O)[O-] (configuration not stated)	0.4	-1%	1%	-4	4%	-1.0	-7%	-10	13%
Cc1occc1C(=O)Nc1cc(C(F)(F)F)ccc1Cl	-2.2	0%	-2%	3	3%	0.4	-22%	-13	10%
CCN1C(=O)[C@H]2[C@H]3CN=C(SC)N3[C@@](C)(C(=O)OC)[C@H]2C1=O	nt	-1%	?	nt	2%	nt	-14%	nt	15%
COc1ccc(-c2cc(=O)[nH][nH]2)cc1	-0.2	-2%	1%	3	-4%	0.8	1%	6	0%
CCOC(=O)CSc1nc(-c2ccccc2)nc2c1oc1ccccc12	-1.9	13%	0%	-7	-3%	2.8	-6%	-9	22%
CCn1c(SCc2nc3ccccc3c(=O)[nH]2)nnc1C(C)NC(=O)c1ccccc1 (configuration not stated)	-1.8	10%	-7%	3	-2%	-1.5	-22%	-2	-3%
O=C(NCc1ccccc1)c1ccc(S(=O)(=O)N2CCCC2)cc1	0.1	2%	2%	8	5%	-0.2	-13%	-5	2%
COc1cccc(C(=O)Cn2c(=O)n(CC3CCCO3)c(=O)c3ccccc32)c1 (configuration not stated)	-0.8	4%	-3%	10	5%[57.1 µM]	0.2	-6%	-14	15%[57.1 µM]
Cc1cccc(NC(=O)CSc2nnc(NC(=O)CN3CCCCC3)s2)c1	1.0	nt	nt	0	nt	0.7	nt	-11	nt
CCC(O)(c1ccccc1)C(CN1CCOCC1)c1ccccc1 (configuration not stated)	-0.1	-11%	-7%	5	-2%	-0.4	-18%	-14	20%
C/C(=N/Nc1ncc(Br)cn1)c1ccc([N+](=O)[O-])cc1	-0.9	0%	2%	-8	-12%	-0.3	-6%	-7	-5%
OCC[C@H]1C[C@@H](O)[C@H](O)[C@@]2(CCCc3ccccc3O2)O1	-0.2	11%	0%	-1	4%	-0.1	7%	4	25%
C[C@H](CO)N1C[C@H](C)[C@@H](CN(C)C(=O)Nc2ccccc2)Oc2ccc(NC(=O)Nc3ccc4c(c3)OCO4)cc2C1=O	nt	2%	8%	nt	-9%[57.1 µM]	nt	?	nt	-11%
CCOCc1nnc(NC(=O)CSCc2ccccc2)s1	0.5	6%	4%	2	-3%	-0.5	-11%	-9	5%
COc1cccc(/C=C/C(=O)OCC(=O)Nc2cccc(S(=O)(=O)NC3=NCCCCC3)c2)c1	nt	-8%	?	nt	31%[activator]	nt	2%	nt	16%
CCOc1ccccc1N(CC(=O)Nc1cccnc1)S(C)(=O)=O	0.4	1%	-3%	-1	13%[57.1 µM]	1.1	-20%	-9	2%[57.1 µM]
COc1ccc(NS(=O)(=O)c2ccc(N3CCCC3)c(NC(=S)Nc3ccc(SC(F)F)cc3)c2)cc1	0.6	1%	5%	65*	-20%	-0.3	-20%	-13	-32%
CNC(=O)NC(=O)C(OC(=O)CCNS(=O)(=O)c1ccccc1)c1ccccc1 (configuration not stated)	nt	-3%	3%	-7	10%	-0.1	-7%	-7	33%
CC1CN(C(=O)Nc2ccc(C(=O)NCc3cccc(F)c3)cc2)c2ccccc2S1 (configuration not stated)	0.2	3%	37%[activator]	4	38%[activator]	-0.3	-12%	nt	19%
Cc1[nH]c2ccc(C(=O)O)cc2c1C	0.2	1%	5%	-14	9%	0.0	-10%	-7	13%
COc1ccccc1/C=N/NC(=O)c1ccc(CN2C(=O)c3cccc4cccc2c34)cc1	0.3	13%	17%	10	28%	1.0	-7%	-13	29%
COc1ccccc1CNC(=O)c1ccc(OC(C)C)cc1	-1.5	-10%	3%	-2	0%	0.2	-10%	12	14%

Not all compounds are listed; the hit share may differ from the screen's.
